Compound activity from PubChem.
Tb PGK inh – blocks T. brucei phosphoglycerate kinase; P07378; PGK/GAPDH coupled, Kinase-Glo luminescence, 60 min; Potency, µM (series often up to 57.5 µM), inactives show at the highest dose activity change, negative = inhibition, actives largely listed as inhibitors; hit rate 0.043% among 380,000; note: % is set by controls: 0 for no effect and ±100 for the full control effect; nearly all actives have a fitted effect of over 60% in size
Target sequence (P07378 whole entry, looked up): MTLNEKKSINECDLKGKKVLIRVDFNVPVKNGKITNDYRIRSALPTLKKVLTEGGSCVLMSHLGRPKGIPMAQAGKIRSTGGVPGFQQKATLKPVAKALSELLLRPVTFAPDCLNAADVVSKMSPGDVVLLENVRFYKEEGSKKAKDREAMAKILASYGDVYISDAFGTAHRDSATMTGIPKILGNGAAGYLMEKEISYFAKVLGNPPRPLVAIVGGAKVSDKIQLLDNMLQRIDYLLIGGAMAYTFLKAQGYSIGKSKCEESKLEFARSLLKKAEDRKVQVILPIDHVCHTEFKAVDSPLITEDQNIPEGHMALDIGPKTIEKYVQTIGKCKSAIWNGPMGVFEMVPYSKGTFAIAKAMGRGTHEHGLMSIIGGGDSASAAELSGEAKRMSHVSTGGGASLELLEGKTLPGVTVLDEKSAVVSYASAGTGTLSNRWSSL
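Luminescent ATP detection (Kinase-Glo Plus) follows a 60-minute room-temperature incubation, with wells lacking PGK as controls. Buffer: 100 mM TEA (pH 7.6), 5 mM MgCl2, 0.01% Tween-20. Coupling enzyme GAPDH (100 nM final) supplies unstable 1,3-BPG in-well.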
GLS inh – blocks human kidney-isoform glutaminase activity. Potency, µM (top dose mostly 45.5 µM), for inactives: top-dose activity change, negative = inhibition, most hits filed as inhibitors. hit rate 0.21% among 410,000. O94925. GLS enzymatic activity, qHTS titration; note: % is set by controls: 0 for no effect and ±100 for the full control effect
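hKGA in 45 mM KH2PO4 pH 8.2, 0.02% Tween-20 with pin-transferred compounds; 1 mM L-glutamine (stock) plus glutamate oxidase/HRP/Amplex Red coupling added. Fluorescence read initially and after 30 min at RT.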
ERG-DNA inh – ERG Ets/DNA interaction inhibition; P11308; fluorescence polarization, His-ERG Ets domain / labelled DNA; Potency, µM (series often up to 76.9 µM), for the others: at the top dose FP activity, negative = inhibition, most hits filed as inhibitors; hit rate 0.028% among 370,000; AID 624246; active = well fitted inhibition curve with a large enough effect in the polarisation, with a control signal flat; inconclusive = small, poorly fitted or top-dose-only effect, or effect the other way, or a change in a side signal; inactive = no such curve, though single readings can be large or run the other way; the % refers to the polarisation;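 note: polarization taken with two DNA probes labelled with fluorescein and Texas red; % of control where 0% means no effect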
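His-tagged ERG Ets domain (1 uM in the protein solution; 300mM KCl, 50mM Tris-HCl, 1mM EDTA, 1mM DTT, pH 7.5) received compound, then a probe mix of 5 nM fluorescein-DNA and 100nM Texas-615-DNA. Fluorescence polarization was read for both dyes.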
Pin1 inh – inhibitors of human Pin1; Pin1 FP peptide displacement, HiFluor488, 10 min; Potency, µM (titrated, usually from 115 µM), without a hit: top-dose activity, negative = inhibition, usual class: inhibitors; hit rate 0.009% among 390,000; AID 504891; active = well fitted inhibition curve with a large enough effect in the polarisation, with a control signal flat, not every such curve was filed as active; inconclusive = small, poorly fitted or top-dose-only effect, or effect the other way, or a change in a side signal; inactive = no such curve, though single readings can be large or run the other way; the % refers to the polarisation; note: % is set by controls: 0 for no effect and ±100 for the full control effect
Target sequence (Q13526 whole entry, looked up): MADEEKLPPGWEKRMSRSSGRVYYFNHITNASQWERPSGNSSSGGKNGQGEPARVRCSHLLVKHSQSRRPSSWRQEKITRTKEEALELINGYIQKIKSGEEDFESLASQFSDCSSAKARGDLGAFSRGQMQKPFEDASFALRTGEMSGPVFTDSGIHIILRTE
TrxR1 inh – inhibitors of rat thioredoxin reductase 1; recombinant rTrxR1, NADPH fluorescence consumption, selenite substrate; Potency, µM (series often up to 114 µM), for inactives: at the top dose activity change, negative = inhibition, hits mostly inhibitors; hit rate 1% among 390,000; AID 588453; note: % is set by controls: 0 for no effect and ±100 for the full control effect; nearly all actives have a fitted effect of over 65% in size
Target sequence (O89049 whole entry, looked up): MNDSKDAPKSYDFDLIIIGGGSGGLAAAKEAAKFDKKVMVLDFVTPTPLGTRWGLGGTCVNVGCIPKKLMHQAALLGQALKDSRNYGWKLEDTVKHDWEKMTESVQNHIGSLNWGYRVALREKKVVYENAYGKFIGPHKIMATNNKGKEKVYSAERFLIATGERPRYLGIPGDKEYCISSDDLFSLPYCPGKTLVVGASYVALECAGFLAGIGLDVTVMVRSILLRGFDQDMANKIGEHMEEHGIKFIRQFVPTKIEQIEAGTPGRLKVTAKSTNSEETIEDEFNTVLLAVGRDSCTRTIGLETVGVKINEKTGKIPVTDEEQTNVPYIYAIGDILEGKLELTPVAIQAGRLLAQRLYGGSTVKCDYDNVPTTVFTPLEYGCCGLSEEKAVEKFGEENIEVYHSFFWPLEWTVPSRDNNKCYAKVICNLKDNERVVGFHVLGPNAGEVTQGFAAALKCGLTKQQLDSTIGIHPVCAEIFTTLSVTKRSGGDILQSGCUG
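Rat TrxR1 (90 nM in the dispensed reagent) was pre-reduced with 400 uM NADPH for 5 min at room temperature, then incubated with compound for 15 min. After 400 uM selenite was added, NADPH fluorescence (Ex 340/Em 450 nm) was followed for 8 min.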
RGS4 inh – human RGS4 inhibition | Potency, µM (titrated, usually from 114 µM), without a hit: at the top dose activity change, negative = inhibition, usual class: inhibitors | P49798 | hit rate 0.039% among 390,000 | AID 504845 | Transcreener GDP fluorescence polarization, RGS4-accelerated GTP hydrolysis; note: % is set by controls: 0 for no effect and ±100 for the full control effect; nearly all actives have a fitted effect of over 75% in size; some results filed as inactive show a strong effect at the top dose
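MLSMR compounds (23 nl, pin-transferred) preincubated 10 min at room temperature with a 500nM (2x) first reagent, then RGS4 at 900nM (2x) plus Transcreener GDP mix added; fluorescence polarization (620/688 nm) read before and after 90 min at 30 °C.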
ALOX12 inh – ALOX12 (human) lipoxygenase inhibition. AID 1671190. Potency, µM (series often up to 108 µM), for inactives: top-dose activity change, negative = inhibition, usual class: inhibitors. P18054. hit rate 1.1% among 580,000. purified 12hLO, xylenol orange hydroperoxide absorbance; note: % is set by controls: 0 for no effect and ±100 for the full control effect
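Purified human 12hLO (150 nM final) in 25 mM Hepes, 0.01% Triton X-100, pH 7.0 was preincubated 15 min at room temperature with compound. Then 40 uM arachidonic acid was added, 30 min. Hydroperoxide was read by Fe-XO absorbance ratio 573/405 nm.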
HP1b binding inh – blocks HP1-beta chromodomain binding to methylated histone tails | AID 540317 | hit rate 0.56% among 390,000 | AlphaScreen HP1-beta / biotin-H3K9me3 peptide binding | Potency, µM (highest dose often 114 µM), for inactives: top-dose activity change, negative = inhibition, hits mostly inhibitors; note: nearly all actives have a fitted effect of over 70% in size; inactives centre near 23
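HP1-beta protein (50 nM final) preincubated 30 min at room temperature with biotinylated H3(1-18)K9me3 peptide (50 nM) in PBS pH 7.4, 0.01% Tween-20, then compound added for 30 min. AlphaScreen streptavidin donor/nickel chelate acceptor beads (10 ug/mL final), 30 min dark, luminescence read.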
JMJD2A Tudor – blocks the human JMJD2A Tudor domain; O75164; AlphaScreen JMJD2A-Tudor / H3K4me3 peptide binding; Potency, µM (doses to about 114 µM), without a hit: at the highest dose activity change, negative = inhibition, actives largely listed as inhibitors; hit rate 4.4% among 390,000; AID 504339; note: % is set by controls: 0 for no effect and ±100 for the full control effect; nearly all actives have a fitted effect of over 50% in size
* = called active by the depositor; i = inactive; ? = inconclusive; . = no result given; & = joins results of further samples; ! = a repeat was not active; [ ] = remark or other dose. Unless noted, calls come from the whole dose curve; as a rule, active = well fitted curve in the direction sought with a large enough effect; inconclusive = small, poorly fitted or top-dose-only effect, or another doubt; inactive = no such curve, though single readings can be large; an effect the other way counts as inactive or inconclusive. Potency is the fitted concentration of half-maximal effect. This is a subset (hit frequency here may not be typical).

Under each structure – Pin1 inh | RGS4 inh | ALOX12 inh | ERG-DNA inh | TrxR1 inh | JMJD2A Tudor | GLS inh | HP1b binding inh | Tb PGK inh
CCOC(=O)c1[nH]c2ccccc2c1NC(=O)c1ccc(Br)cc1
  1% | 13% | -5% | -18% | 19% | -15% | -3% | 26% | -1%
COc1ccc(CNC(=O)C(=O)NCCC2CCCCN2S(=O)(=O)c2ccccc2)cc1 (stereo unspecified)
  2% | -40% | -22% | 0% | 20% | -10% | 2% | 20% | i
COc1ccc(OC)c(CCNC(=O)Cn2ccc3cc(S(=O)(=O)N4CCCC4)ccc32)c1
  0% | -8%[56.9 µM] | 0% | 4% | 20%[57.1 µM] | -28% | 20% | 9% | 1%
Nc1nc(CN2CCN(Cc3ccccc3)CC2)nc(N2CCCc3ccccc32)n1
  2% | 21% | 7% | 7% | 15% | -21% | 1% | 14% | 0%
CCOC(=O)c1c(C)[nH]c2c1-c1ccccc1C(=O)C2=O
  0% | -25% | 0% | 17% | 33% | -23% | -1% | 43%[activator] | .
COc1cc2c(cc1OC)C(C)N(C(C)=O)CC2 (stereo unspecified)
  -1% | -17% | -19% | . | 34% | -16% | 3% | 34% | 0%
COc1ccc(-n2c(/C=C/c3c(C)[nH]c4ccccc34)nc3ccccc3c2=O)cc1
  15% | 4% | -16% | 1% | 5% | -10% | -2% | 10% | -9%
O=C(Nc1ccccn1)C1CCN(S(=O)(=O)c2ccc(Cl)cc2)CC1
  3% | 15% | 6% | 13% | -6%[57.1 µM] | -18% | 3% | 10% | 4%
CCOc1ccc(NC(=O)CCN2CCN(C)CC2)cc1
  3% | -40% | 0% | -7% | 10%[57.1 µM] | -6% | -5% | 25% | -6%
Cc1c(N=C2NN=C(c3ccc(Cl)cc3)CS2)c(=O)n(-c2ccccc2)n1C
  14% | -52% | ? | 7% | 20%[57.1 µM] | -30% | 6% | 1% | 7%
Cc1cc(/C=C(\C#N)C(=O)Nc2ccc(Cl)cc2)c(C)n1-c1ccc(N2CCOCC2)c([N+](=O)[O-])c1
  1% | 1% | ? | -13% | 13% | -33% | 4% | -26% | 1%
Cc1ccn2cc(-c3cccc(NC(=O)c4ccccc4)c3)nc2c1
  6% | -15% | 12% | -6% | 7% | -21% | 7% | -4% | -3%
CC(=O)N1CCc2cc(Br)cc(S(=O)(=O)N3CCC(C(=O)O)CC3)c21
  -3% | 32% | -19% | 16% | 28% | -13% | -1% | 0% | -7%
O=C(CN1C(=O)c2cccc3cccc1c23)N1CCN(c2cccc(Cl)c2)CC1
  -2% | 14% | -19% | 4% | 18%[57.1 µM] | -1% | 0% | 38% | 0%
CCOC(=O)c1cnc2ccc(C)cc2c1NCCc1ccc(OC)c(OC)c1
  1% | -2% | ? | 2% | 9% | 6% | -3% | 53%[activator] | 0%
O=C(O)/C=C\C(=O)Nc1ccc(N2CCN(c3ccc(Cl)c(Cl)c3)CC2)cc1
  -5% | -14% | -24% | 6% | 0% | 40µM* | 27% | ? | -22%
Cc1[nH]c(=O)[nH]c(=O)c1NC(=O)c1cccs1
  -12% | 7% | 4% | -1% | 20% | -10% | 9% | 30% | 7%
CCN1CCc2nc3sc(C(=O)Nc4cccnc4Cl)c(N)c3cc2C1
  -5% | 20% | -1% | -9% | 21% | 1% | -12% | 34% | -3%
C=CCOC(=O)C1=C[C@H](c2ccccc2)[C@@H](CCCO)[C@H](OCC)O1
  -2% | 9% | 0% | -6% | 0% | -7% | 12% | 12% | 7%
CCOC(=O)c1[nH]c2ccccc2c1NC(=O)CN(C)C
  -7% | -1% | 10%&1% | -2% | 10%[57.1 µM] | 4% | 20% | 28% | 1%
O=C(O)CCn1c(SCc2cccc3ccccc23)nc2ccccc21
  -9% | 1% | -23% | 2% | 23% | -15% | 9% | 33% | -8%
CCOC(=O)c1cnc2c(ccc3ccccc32)c1Nc1ccc(OC)cc1OC
  19% | -4% | ? | ? | -7% | ? | 5% | -2% | -2%
COc1cc(/C(C)=N/NC(=O)CSc2nc3ccccc3[nH]2)ccc1O
  -18% | -11% | 0% | -11% | 5% | -19% | ? | 5% | -11%
CCC(=O)Oc1ccc2c(C)cc(=O)oc2c1C
  3% | -8% | -19% | 0% | -5% | 8% | 2% | 59%[activator] | -3%
Cc1ccc(C#N)c(SCc2ccccc2[N+](=O)[O-])n1
  2% | 20% | ? | 1% | 6% | 4% | 4% | 35% | -10%
CC(=O)c1cccc(OCc2cc(C(=O)N3CCC(N4CCCCC4)CC3)no2)c1
  6% | 1% | 32%[activator] | 2% | -19% | -13% | 0% | 16% | -3%
CC(OC(=O)CNC(=O)C1CCCCC1)C(=O)NCc1ccccc1 (stereo unspecified)
  -4% | -2% | -7% | 0% | 13% | -4% | -2% | 18% | 6%
Cc1ccc(C(=O)NCCCNC(=O)c2ccco2)cn1
  -1% | 26% | -20% | 3% | 13% | -3% | -10% | 1% | 2%
COc1ccccc1NC(=O)c1nnn(Cc2ccccc2)c1NC(C)=O
  11% | 29% | -7% | 3% | -3% | 7% | 6% | 19% | 0%
COc1ccccc1N1CCN(C(=O)c2cc(CC(C)C)on2)CC1
  1% | -6% | 16%&-47% | -4% | 2% | 3% | 4% | 63%[activator] | -7%
OC(CNCc1ccccc1F)(c1ccc(F)cc1)c1ccc(F)cc1
  -1% | -2% | 0% | -2% | 10%[57.1 µM] | 33% | 9% | 75%[activator] | -15%
Cc1cc(Br)c2c(c1)=C(c1sc(N3CCCCCC3)nc1O)C(=O)N=2
  1% | -23% | -9% | 8% | 18% | -18% | -3% | 35% | 0%
C/C(=N\Nc1cc(C(F)(F)F)ccc1Cl)c1ccncc1
  -4% | -7% | ? | -4% | 20%[57.1 µM] | -11% | 0% | 35% | -1%
O=C(COc1ccccc1)NCC(=O)N1CCCCCC1
  -8% | 2% | 0% | 2% | 12% | -6% | 4% | 35% | -7%
c1ccc(N=Nc2ccc3cccccc2-3)cc1
  -1% | -48% | 84%[activator] | ? | 12%[11.4 µM] | 4µM* | 6% | 4µM* | -2%
O=C(O)c1ccc(Cn2c(=S)[nH]c3cc(Cl)ccc3c2=O)cc1
  ? | -30% | ? | 11% | -13% | 1% | 0% | 27%[57 µM] | -5%
COc1cc(C(=O)Nc2nnc(C)s2)cc(OC)c1OC
  1% | 9% | -3% | 0% | -7%[57.1 µM] | 0% | 6% | 24% | 3%
COCCNC(=O)C/C(C)=N/NC(=O)C(=O)NC1CCCCC1
  -3% | -53% | -6% | -7% | 7%[57.1 µM] | -25% | 0% | -1% | 3%
Cc1ccc(Nc2cc(C(=O)NCCCN3CCOCC3)c3ccccc3n2)cc1C
  -3% | 4%[56.9 µM] | ? | 1% | ? | -23% | 18% | 28% | -9%
CC#CC[N+](C)(C)CCCCCCCCCCCC
  3% | 5%[11.4 µM] | -1%&-24% | 15% | 19% | 6% | 5% | 45%[activator] | 0%
CSCc1nnc(NC(=O)c2ccc(S(=O)(=O)N3CCCCC3C)cc2)o1 (stereo unspecified)
  1% | -19% | -3% | -2% | 33%[57.1 µM] | 50µM* | 1% | 20% | -6%
c1cnc(N2CCN(Cc3ccc4c(c3)OCO4)CC2)nc1
  -3%&-3% | ? | 22µM*! | ? | 7%[57.1 µM] | -17%&-12% | 14%&1%&9% | 22%&34% | -8%&-10%
Cn1c(=O)[nH]c(NC2CCCCC2)c([N+](=O)[O-])c1=O
  0% | 0% | -1% | -3% | -6% | -6% | 12% | 33% | 14%
Cn1c(=O)[nH]c(=O)c2c1nc(CN1CCN(c3cccc(Cl)c3)CC1)n2CCN1CCOCC1
  -4% | 20% | 11% | 0% | -10% | -12% | 9% | 22% | -16%
O=C(CNCCO)Nc1ccc(F)c(Cl)c1
  -2% | -21% | 0% | -2% | 20%[57.1 µM] | 4% | 5% | -9% | i
CC(C)NC(=O)NC(=O)CSc1ncc(C(F)(F)F)cc1Cl
  2% | 2% | -11% | 5% | 8% | 4% | -2% | 32% | i
CCC(=O)N1CCc2cc(S(=O)(=O)NCCC(=O)Nc3cc(C)cc(C)c3)ccc21
  3% | -28%[56.9 µM] | -9% | -11% | -1% | -33%[57.1 µM] | 6% | ? | -4%
COc1cccc(C(=O)NCc2cn3ccsc3n2)c1
  -2% | -7% | 0% | -3% | 9%[57.1 µM] | -7% | 0% | 46%[activator] | -2%
CCCSc1nnc(-c2cnn(-c3ccccc3)c2-n2cccc2)n1C
  -5% | 1% | ? | -7% | 2%[57.1 µM] | 0% | 10% | 13% | 1%
COc1ccccc1-c1ccc(=O)n(CC(=O)NC2CCc3ccccc32)n1 (stereo unspecified)
  -1% | 5% | -8% | 8% | 15% | -22% | 4% | 20% | -1%
CCOC(=O)Cn1c(=O)cc(-c2ccccc2)c2c(C)nn(C)c21
  -1% | -7% | -15% | 9% | 18%[57.1 µM] | 46%[activator] | -12% | 2% | -2%
CC(=O)Nc1ccc(NC(=O)C(C)OC(=O)c2cccs2)cc1 (stereo unspecified)
  -4% | -41% | -2% | -10% | -5% | -12% | 2% | 18% | -9%
CCCCOc1ccc(OCCNC(=O)C2CCCN2C(=O)Nc2ccccc2)cc1 (stereo unspecified)
  -1% | -16% | 0% | 6% | 29% | -11% | 7% | 17% | -4%
CC1CCN(CCC(=O)Nc2ccc3c(c2)CCC3)CC1
  -1% | 6% | 12% | . | 21% | -18% | 0% | 6% | -6%[11.5 µM]
CSc1cccc(NC(=O)c2c(Cl)cnn2C)c1
  -1% | -4% | -2% | -2% | 1% | -16% | 2% | 9% | .
